# Assay outcomes: PubChem BioAssay, National Center for Advancing Translational Sciences (NCATS)
# Pf growth 48h – Primary qHTS for delayed death inhibitors of the malarial parasite plastid, 48 hour incubation; P. falciparum luciferase growth in erythrocytes, 48 h; Potency, µM (series often up to 28.7 µM), inactives show top-dose activity change, negative = inhibition, actives largely listed as inhibitors; 310,000 compounds, 5.9% hits; AID 504832, 2011; also: potency is read from the fitted curve at half-maximal effect; % is scaled to controls: 0 for no effect and ±100 for the full control effect
#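 Cell-based growth assay: transgenic P. falciparum expressing firefly luciferase, cultured in red cells within RPMI 1640 containing 0.5% w/v Albumax, 24 mM bicarbonate and gentamycin. A drop in luciferase activity indicates inhibition.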
# AmpC no deterg – qHTS Inhibitors of AmpC Beta-Lactamase (assay without detergent). P00811. AmpC nitrocefin hydrolysis, absorbance 480 nm, 0.0001% Triton. Potency, µM (series often up to 57.1 µM), for the others: at the top dose activity change, negative = inhibition, actives largely listed as inhibitors. 330,000 compounds, 0.52% hits;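 also: potency is read from the fitted curve at half-maximal effect; plate controls were no compound for no effect and no enzyme for full effect; nearly all actives have a fitted effect of over 20% in size; some results filed as inactive show a strong effect at the top dose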
# Target sequence (P00811 whole entry, looked up): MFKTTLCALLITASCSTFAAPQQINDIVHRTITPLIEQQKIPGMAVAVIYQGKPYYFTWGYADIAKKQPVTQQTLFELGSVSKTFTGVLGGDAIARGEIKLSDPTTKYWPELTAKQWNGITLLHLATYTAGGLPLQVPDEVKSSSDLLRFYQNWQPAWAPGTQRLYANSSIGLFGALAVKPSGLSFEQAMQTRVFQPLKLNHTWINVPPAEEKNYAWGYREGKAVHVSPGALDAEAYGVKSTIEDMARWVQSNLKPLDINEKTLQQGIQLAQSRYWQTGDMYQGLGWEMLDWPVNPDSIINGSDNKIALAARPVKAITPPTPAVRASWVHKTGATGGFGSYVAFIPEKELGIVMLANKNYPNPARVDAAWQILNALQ
#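 20 mM phosphate pH 7.0 + 0.01% (detergent screen) or 0.0001% Triton X-100; 5.3 nM AmpC reagent; cpd preinc 15 min RT; nitrocefin (800 uM stock) to start; A480 q20 s × 4 min; Activity was normalised to no-enzyme and no-compound control wells.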
# Pf growth 96h – Primary qHTS for delayed death inhibitors of the malarial parasite plastid, 96 hour incubation. P. falciparum luciferase reporter growth, 96 h. Potency, µM (titrated, usually from 28.7 µM), without a hit: at the top dose activity change, negative = inhibition, actives largely listed as inhibitors. 320,000 compounds, 6.9% hits. AID 504834, 2011; also: potency is read from the fitted curve at half-maximal effect; % is scaled to controls: 0 for no effect and ±100 for the full control effect
#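 96 h incubation, 37 C, 5% CO2, of luciferase-reporter P. falciparum-infected RBCs (2% hematocrit, 0.05% parasitemia final) with test compounds; endpoint luminescence.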
# Cycloheximide cs – Cycloheximide Counterscreen for Small Molecule Inhibitors of Shiga Toxin. AID 2314, 2010. cell reporter, cycloheximide protein synthesis inhibition counterscreen. 300,000 compounds, 12% hits. max response, %; in the data active = max response mostly above about 13%, no sharp cut-off; inactive = mostly below about 14%; also: read at 38.3 µM for the half of the compounds with a filed dose; 0% is about no effect
# Tb PYK inh – qHTS of Trypanosoma Brucei Inhibitors | TbPYK enzyme, Kinase-Glo Plus ATP luminescence, 45 min | Potency, µM (doses to about 76.8 µM), for the others: top-dose activity, negative = inhibition, hits mostly inhibitors | 410,000 compounds, 0.12% hits | AID 624173, 2012; also: potency is read from the fitted curve at half-maximal effect; % is scaled to controls: 0 for no effect and ±100 for the full control effect; nearly all actives have a fitted effect of over 50% in size
#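 ADP (130 uM final) triggers the TbPYK reaction after compound addition; incubation is 45 min at room temperature. Kinase-Glo Plus is then added and luminescence imaged. Normalized data are fitted to concentration-effect curves.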
# LmPK inhibitor – qHTS Assay for Inhibitors of Leishmania Mexicana Pyruvate Kinase (LmPK); Q27686; purified LmPK, Kinase-Glo ATP luminescence, 1 h; Potency, µM (doses to about 57.5 µM), inactives show at the top dose activity change, negative = inhibition, usual class: inhibitors; 290,000 compounds, 0.37% hits; AID 1721, 2009; also: potency is read from the fitted curve at half-maximal effect; % is scaled to controls: 0 for no effect and ±100 for the full control effect
# Target sequence (Q27686 whole entry, looked up): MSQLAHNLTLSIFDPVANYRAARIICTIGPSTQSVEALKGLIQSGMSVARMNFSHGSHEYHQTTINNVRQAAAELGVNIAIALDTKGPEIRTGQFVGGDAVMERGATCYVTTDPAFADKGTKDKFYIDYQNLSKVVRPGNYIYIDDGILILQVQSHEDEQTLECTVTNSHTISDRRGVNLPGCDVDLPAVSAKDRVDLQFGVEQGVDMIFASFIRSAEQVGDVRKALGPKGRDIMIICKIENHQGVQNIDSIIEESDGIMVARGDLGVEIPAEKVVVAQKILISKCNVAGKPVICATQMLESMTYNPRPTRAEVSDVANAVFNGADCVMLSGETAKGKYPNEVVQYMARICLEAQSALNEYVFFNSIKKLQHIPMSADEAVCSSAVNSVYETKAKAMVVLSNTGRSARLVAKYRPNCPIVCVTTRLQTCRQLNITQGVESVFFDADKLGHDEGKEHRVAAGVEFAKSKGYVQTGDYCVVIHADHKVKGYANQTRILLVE
#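 Purified LmPK (0.1 nM) converted ADP (0.1 mM) to ATP with PEP (0.5 mM) in imidazole buffer pH 7.2 with KCl and MgCl2, 1 h at room temperature. ATP was read by Kinase-Glo luminescence; data normalized to uninhibited and no-enzyme controls.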
# Shiga inhibitor – A qHTS for Small Molecule Inhibitors of Shiga Toxin; Vero cells, Shiga toxin protein synthesis inhibition reporter; inhibition, % at 38.7 µM; 290,000 compounds, 9.2% hits; in the data active = inhibition mostly above about 28%, no sharp cut-off; inactive = mostly below about 43%; also: 0% is about no effect
# Active calls of the source: *; ? = inconclusive; . = no result given; & = joins results of further samples; [ ] = dose if it differs, or a comment. Unless noted, calls follow the shape of the dose curve; as a rule, active = well fitted curve in the direction sought with a large enough effect; inconclusive = small, poorly fitted or top-dose-only effect, or another doubt; inactive = no such curve, though single readings can be large; an effect the other way counts as inactive or inconclusive.
SMILES,Pf growth 48h,AmpC no deterg,Pf growth 96h,Cycloheximide cs,Tb PYK inh,LmPK inhibitor,Shiga inhibitor
CC(=O)c1c(C(C)=O)c(C)n(-c2nc(-c3ccc(C)c(C)c3)c(C)s2)c1C,12µM*,-7%,-18%,2,-12%,0%,6
O=C(CCS(=O)(=O)Cc1ccccc1)NC1CCCCC1,2%,-7%,.,1,4%,-14%,-17
CCCCC(=O)NS(=O)(=O)c1ccc(NS(C)(=O)=O)cc1,0%,-42%,1%,-2,-1%,2%,-3
O=C(C(c1ccccc1)c1ccccc1)N1CCN(CC(O)COc2ccccc2)CC1 (stereo not drawn),10µM*,174%[activator],.,3,3%,14%,-20
COC(=O)c1nn(-c2ccccc2)c(Cl)c1/C=N/OC(=O)c1ccc(Cl)c(Cl)c1,-1%,-6%,30%[activator],1,5%,15%,12
COc1ccc(C(OC(=O)c2ccco2)C(=O)NCC2CCCO2)cc1 (stereo not drawn),34%[activator],-10%,.,-6,5%,2%,-11
CCN(C(=O)CSc1nnc(C2CC2)n1-c1ccccc1)C1CCS(=O)(=O)C1 (stereo not drawn),-13%,-15%,1%,.,-10%,.,.
S=C(/N=c1/sccn1Cc1ccccc1)NC1CC1,?,-51%,12µM*,0,-11%,6%,29
CC(NC(=O)CCCCCNC(=O)N1CCn2c1nc1ccccc12)c1ccccc1 (stereo not drawn),?,134%[activator],?,-3,-1%,-3%,-1
Cc1ccc(S(=O)(=O)Nc2ccc3cn[nH]c3c2)cc1,?,-14%,?,.,2%,.,.
Cc1ccc(NC(=O)CN(c2ccc(C)cc2)S(=O)(=O)c2cccc3nonc23)cc1,?,?,35%[activator],-3,-4%&-4%,-1%,-5
Cc1cccc([N+](=O)[O-])c1,36%[activator],-1%,41%[activator],.,2%,.,.
CCn1c(-c2cccs2)nc2ccccc21,7%,-16%,-11%,12,-3%,0%,28
COc1ccccc1-n1c(SCC(=O)NC2CCCCC2)nc2c(c1=O)SCC2,.,-10%,?,-7,1%,5%,12
Cc1cc2c(c(=O)n1CCN(C)C)C(c1ccncc1)C(C#N)=C(N)O2 (stereo not drawn),6%,-17%,0%,0,9%,3%,-3
COc1ccc(C(=O)COC(=O)Cc2n[nH]c(=O)c3ccccc23)c(OC)c1,9%,-11%,20%,.,-5%,.,.
Cc1ccc(S(=O)(=O)N(C)Cc2ccccc2)cc1C(=O)N1CCCCC1,-26%,123%[activator],-30%,0,5%,-1%,-22
CC1(C)Cc2nc(Cl)c(C(=O)O)cc2CO1,-3%,-3%,-1%,-4,-9%,-3%,-5
Cc1cc(C(=O)N2CCC(C(N)=O)CC2)c(C)o1,-24%,-19%,-17%,.,2%,.,.
Cc1cccc(C(=O)OCC(=O)NC(=O)c2ccccc2)c1O,35%,-3%,-4%,.,-1%,.,.

# Arranged by number of heavy atoms (smallest number first): three of the compounds above
SMILES,Pf growth 48h,AmpC no deterg,Pf growth 96h,Cycloheximide cs,Tb PYK inh,LmPK inhibitor,Shiga inhibitor
Cc1cc(C(=O)N2CCC(C(N)=O)CC2)c(C)o1,-24%,-19%,-17%,.,2%,.,.
CCCCC(=O)NS(=O)(=O)c1ccc(NS(C)(=O)=O)cc1,0%,-42%,1%,-2,-1%,2%,-3
COc1ccc(C(OC(=O)c2ccco2)C(=O)NCC2CCCO2)cc1 (stereo not drawn),34%[activator],-10%,.,-6,5%,2%,-11

# Additional entries
SMILES,Pf growth 48h,AmpC no deterg,Pf growth 96h,Cycloheximide cs,Tb PYK inh,LmPK inhibitor,Shiga inhibitor
Cc1ccc(C(=O)N2CC(C)CC(C)C2)cc1S(=O)(=O)N1CCCCC1 (stereo not drawn),?,61%[activator],?,.,0%,.,.
CC1(C)CC(=O)C2=C(C1)OC(=O)CC2c1cccs1 (stereo not drawn),123%[activator],-3%,62%[activator],-2,-6%,3%,-2
CC1(C)Cc2c(sc3c2c(=O)n(Cc2ccccc2)c2nncn32)CO1,0%,-8%,-25%,-3,-8%,1%,-8
O=C(Nc1nc2ccccc2s1)C1c2ccccc2Oc2ccccc21,11%,-22%,68%[activator],-3,-11%,1%,-13
O=C1CN2C(=Nc3ccc(Cl)cc3C2c2ccccc2)CN1 (stereo not drawn),-26%,23%,.,7,8%,1%,13
CCOC(=O)c1cnc2nc(NCc3ccc(OCc4ccccc4)cc3)[nH]n2c1=O,.,-14%,11%,-3,6%,-4%,-11
COCCNC(=O)C(NC(=O)C1CCCCC1)C12CC3CC(CC(C3)C1)C2 (stereo not drawn),?,-10%,1.5µM*,-6,9%,4%,-19
CC1=NN2C(=N)/C(=C\c3cc(C)n(-c4ccccc4)c3C)C(=O)N=C2S1,32%[activator],-11%,-16%,12,-2%,-1%,-6
O=C(CSc1nnc(Cc2ccccc2)o1)NC1CC2CCC1C2 (stereo not drawn),-10%,-25%,.,-2,-8%,-4%,-2
Cc1cccc2sc(NS(=O)(=O)c3ccccc3)nc12,6%,-32%,2%,-2,0%,6%,13
C=CCc1ccc(OCCCNCc2ccccc2)c(OC)c1,?,15%,?,11,-5%,2%,19
Cc1ccc(C)c(NC(=O)COC(=O)c2cccc3c2C(=O)c2ccccc2C3=O)c1,?,-37%,5%,-2,-4%,0%,-14
O=C(O)/C=C\C(=O)Nc1ccc(N2CCN(c3ccc(Cl)c(Cl)c3)CC2)cc1,?,-48%,?,-3,1%,11%,-19
CN1CCN(c2ccc(Cl)cc2NC(=O)c2ccc(S(=O)(=O)N3CCCCCC3)cc2)CC1,?,52%,-10%,-1,-4%,4%,-2
N#Cc1ccc(OCC(=O)N/N=C(\CCC(=O)O)c2cccs2)cc1,3%,-21%,-16%,1,9%,3%,-6
O=C(Cn1nnc(-c2ccccc2NC(=O)c2ccco2)n1)NC1CCCCC1,12%,-3%,?,-10,-6%,0%,-5
CCOC(=O)C1=NNC2(CC(=O)N(c3cc(C)cc(C)c3)C2=O)C1 (stereo not drawn),4%,-39%,12%,-3,7%,3%,-13
Cc1ccc(C(=O)N/C(=C/c2ccccc2)C(=O)NCC2CCCO2)cc1 (stereo not drawn),6%,-5%,?,7,-17%,0%,-17
OCCN1CCN(CCOc2ccccc2-c2ccccc2)CC1,-13%,29%,-35%,-1,-3%,-4%,-6
Cc1cc(OC(C)C(=O)NC2CCN(Cc3ccccc3)CC2)c2c(C)cc(=O)oc2c1 (stereo not drawn),?,87%[activator],?,-1,-4%,-3%,30
COc1ccc(NS(=O)(=O)c2ccc(C)c(C(=O)N(C)Cc3ccc(OC)cc3OC)c2)cc1,?,1%,?,.,-1%,.,.
COc1ccc(NC(=O)CSc2nn3c(=O)c(C)nnc3s2)cc1,?,51%[activator],12µM*,-3,5%,9%,-4
CCCC12CN3CC(C)(CN(C1)C31CCCCC1)C2=O,.,-3%,-11%,-2,-6%,8%,-8
CCCn1c(Cc2ccccc2)nnc1SCC(=O)N1CCOCC1,.,2%,?,-6,0%,-1%,-5
C=CCNC(=O)c1ccccc1NC(=O)C1COc2ccccc2O1 (stereo not drawn),?,64%[activator],?,5,-1%,1%,4
Cc1ccc(/C=C/c2ccc(=O)n(Cc3ccc(Cl)cc3Cl)n2)cc1,-4%,-23%,?,18,-7%,4%,2
O=S(=O)(c1ccc2ccccc2c1)N1CCc2ccccc21,-36%,-37%,221%[activator],-1,4%,-7%,-2
CN(C)C(=O)c1ccc(-c2cc(C(F)(F)F)nn2C)s1,198%[activator],7%,103%[activator],39*,-1%,-1%,53*
O=C(CC1C(=O)NCCN1CC1CCCCC1)NCc1ccccc1Cl (stereo not drawn),-1%,72%[activator],9%,-3,-8%,6%,-9
Cc1ccc(S(=O)(=O)NCC(c2ccccc2)N2CCN(c3ccc(F)cc3)CC2)cc1 (stereo not drawn),?,-3%,?,-1,2%,-9%,10
O=C(Oc1ccccc1)c1cccc(N2C(=O)CCC2=O)c1,15%,1%,-14%,5,0%,2%,-7
O=C(Nc1ccccc1)c1cccc(Cn2cc(C(F)(F)F)ccc2=O)c1,?,-2%,137%[activator],10,3%,-5%,-6
O=C(CSc1ncn[nH]1)Nc1cccc2ccccc12,3%,.,.,9,3%,1%,9
C=CCn1c(SCC(=O)Nc2ccccc2OC)nnc1-c1ccccn1,-10%,3%,?,-2,0%,1%,-4
CCc1ccc2c(c1)c(N=NC1=NC(=O)CS1)c(O)n2C,11%,-25%,6%,0,1%,5%,-2
NC(=O)c1cccn(Cc2ccc(C(F)(F)F)cc2)c1=O,0%,-17%,?,7,4%,0%,9
CCC(C)(C)NC(=O)C(c1cccc(OC)c1OC)N(CCOC)C(=O)CCC(=O)Nc1cc(C)on1 (stereo not drawn),3%,56%,10µM*,-1,1%,-8%,-5
O=C(C1CC(=O)N(c2ccc(Cl)cc2)C1)N1CCN(Cc2ccc3c(c2)OCO3)CC1 (stereo not drawn),-5%,163%[activator],0%,-3,-12%,-10%,-12
O=C(NCCc1cccs1)c1ccc(Cl)cc1,92%[activator],-31%,21%,20*,-2%,-10%,35*
CCOC(=O)c1sc(N2C(=O)C(O)=C(C(=O)c3ccco3)C2c2ccco2)nc1C (stereo not drawn),-10%,-25%,5%,1,-27%,2%,-7
Cc1ccc(SCC(=O)OCn2nnc3ccccc3c2=O)cc1C,20%,-18%,7%,-2,3%,-3%,20
S=C(Nc1cccc(Cl)c1)N1CCOCC1,10%,-21%,21%,-1,-6%,-4%,-10
CN(CCc1ccccc1)C1CCCN(S(=O)(=O)CC(F)(F)F)C1 (stereo not drawn),-8%,-2%,10µM*,1,2%,-5%,-5
S=c1[nH]nc(Cc2noc3ccccc23)n1-c1ccccc1,17%,-7%,?,-2,?,-24%,-1
CC(C)CN1C(=O)c2ccc(NC(=O)c3ccccc3F)cc2C1=O,?,-25%,.,8,-3%,-3%,21
N#CCc1nc2ccccc2c(=O)[nH]1,0%,-23%,0%,3,-16%,-2%,17
COc1ccc(S(=O)(=O)NC(N)=NCCc2ccccc2OC)cc1,6%,-28%,7%,10,-14%,-1%,-3
c1ccc(OCCCc2nc(-c3ccncc3)no2)cc1,9%,-2%,16%,-2,-3%,-1%,14
NC(=O)c1cc([N+](=O)[O-])ccc1NCc1cccc2ccccc12,?,-42%,?,.,3%,.,.

# At a glance, some entries already given.
SMILES,Pf growth 48h,AmpC no deterg,Pf growth 96h,Cycloheximide cs,Tb PYK inh,LmPK inhibitor,Shiga inhibitor
N#CCc1nc2ccccc2c(=O)[nH]1,0%,-23%,0%,3,-16%,-2%,17
COc1ccc(S(=O)(=O)NC(N)=NCCc2ccccc2OC)cc1,6%,-28%,7%,10,-14%,-1%,-3
c1ccc(OCCCc2nc(-c3ccncc3)no2)cc1,9%,-2%,16%,-2,-3%,-1%,14
NC(=O)c1cc([N+](=O)[O-])ccc1NCc1cccc2ccccc12,?,-42%,?,.,3%,.,.
